NALP1 inh – inhibitors of NALP1 inflammasome in yeast. 280,000 compounds, 0.61% hits. S. cerevisiae NALP1/ASC/caspase-1 growth, X-gal OD620, 72 h. inhibition, % at 10 µM; in the data active means inhibition mostly above about 24%, no sharp cut-off; inactive means mostly below about 32%; further: some compounds called inactive have numbers as strong as hits
IDE inh – inhibitors of human insulin-degrading enzyme in cells | HEK cells, FAbetaB cleavage, fluorescence polarization | inhibition, % at 5.59 µM | 320,000 compounds, 0.41% hits;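 active means percent inhibition above the average of all tested compounds plus 3 SD, set per screening campaign, cut at about 16% in these data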;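 further: IDE supplied by intact live HEK cells; FP after avidin binding of uncleaved biotin substrate so inhibition keeps polarization high; 0% = DMSO wells and 100% = 60 µM reference IDE inhibitor Ii1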
Target sequence (P14735 whole entry, looked up): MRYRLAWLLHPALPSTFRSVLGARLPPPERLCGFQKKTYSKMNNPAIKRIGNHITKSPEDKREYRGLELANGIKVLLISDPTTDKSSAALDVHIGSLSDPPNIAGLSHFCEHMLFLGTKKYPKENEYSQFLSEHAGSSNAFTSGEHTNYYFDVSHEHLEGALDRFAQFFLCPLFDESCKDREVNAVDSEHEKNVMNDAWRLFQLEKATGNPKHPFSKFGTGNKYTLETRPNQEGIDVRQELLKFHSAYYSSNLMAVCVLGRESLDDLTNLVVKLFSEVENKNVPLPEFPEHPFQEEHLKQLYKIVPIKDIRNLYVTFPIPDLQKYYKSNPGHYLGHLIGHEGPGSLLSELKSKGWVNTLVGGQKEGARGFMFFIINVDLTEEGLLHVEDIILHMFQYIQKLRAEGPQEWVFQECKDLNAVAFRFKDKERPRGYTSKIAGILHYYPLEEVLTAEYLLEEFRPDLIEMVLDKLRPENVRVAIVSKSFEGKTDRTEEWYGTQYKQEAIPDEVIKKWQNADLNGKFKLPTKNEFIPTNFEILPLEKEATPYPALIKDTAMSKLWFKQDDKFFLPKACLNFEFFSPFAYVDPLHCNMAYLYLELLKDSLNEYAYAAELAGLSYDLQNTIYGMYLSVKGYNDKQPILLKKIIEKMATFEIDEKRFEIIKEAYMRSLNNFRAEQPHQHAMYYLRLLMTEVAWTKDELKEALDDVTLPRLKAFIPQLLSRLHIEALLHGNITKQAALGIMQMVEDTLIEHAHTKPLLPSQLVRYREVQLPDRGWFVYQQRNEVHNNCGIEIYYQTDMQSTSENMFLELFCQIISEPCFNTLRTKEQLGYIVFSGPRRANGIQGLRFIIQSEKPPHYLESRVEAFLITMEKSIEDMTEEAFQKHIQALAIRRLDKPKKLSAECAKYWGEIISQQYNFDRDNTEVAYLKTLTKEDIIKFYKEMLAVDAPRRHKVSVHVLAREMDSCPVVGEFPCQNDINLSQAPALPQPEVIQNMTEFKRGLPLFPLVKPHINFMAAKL
M18AAP inhibitor – PfM18AAP enzyme inhibition. 290,000 compounds, 1.2% hits. inhibition, % at 7.35 µM. recombinant PfM18AAP, H-Glu-NHMec fluorogenic cleavage. AID 1822;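 active means inhibition above the campaign mean inhibition over all tested compounds plus 3 SD, cut at about 28% in these data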;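 further: 0% = plate median of test compound wells and 100% = 2 mM ZnCl2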
IDE act – boosts human insulin-degrading enzyme activity in HEK cells; 340,000 compounds, 0.073% hits; AID 493087; activation, % at 5.96 µM; FAbeta-B cleavage, fluorescence polarization; 0% vehicle, 100% cell-free pure enzyme wells; P14735;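 active means activation above the mean of all tested compounds plus 3 SD, set per screening campaign, cut at about 17% in these data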
p-CIP stab down – lowers stability of the mouse p/CIP coactivator protein | Q05BA5 | F442A p/CIP-EGFP cells, EGFP fluorescence, 16 h | decrease of EGFP signal, % at 10 µM | 290,000 compounds, 0.01% hits;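 active means EGFP signal decrease of at least 30% at 10 µM or well 3 SD below plate mean, unless failing retest; inactive means the rest, including hits failing retest or dose response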; further: some compounds called inactive have numbers as strong as hits; many of its hits are not listed in these tables
GPR7 antagonist – human neuropeptides B/W receptor 1 antagonism. inhibition, % at 4.4 µM. P48145. GPR7-expressing cells, fluorescence antagonist assay. AID 1861. 290,000 compounds, 1.1% hits; in the data active means inhibition above about 16%, passing the limit was not always enough;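 further: cells stimulated with the agonist NPW; 0% = agonist with vehicle and 100% = vehicle without agonist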
VIM-2 inh – blocks Pseudomonas aeruginosa VIM-2 metallo-beta-lactamase. purified VIM-2, nitrocefin hydrolysis, epi-absorbance fluorescence. inhibition, % at 5.6 µM. 290,000 compounds, 0.89% hits;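 active means inhibition above the mean of all tested compounds plus 3 SD, cutoff set per screening run, cut at about 7.5% in these data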;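 further: red hydrolysis product quenches plate fluorescence so inhibitors raise well fluorescence; 0% = enzyme with DMSO and 100% = DMSO without enzyme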
IMP-1 inh – blocks Pseudomonas aeruginosa IMP-1 metallo-beta-lactamase; AID 1556; purified IMP-1, nitrocefin hydrolysis, epi-absorbance fluorescence; 290,000 compounds, 0.45% hits; inhibition, % at 5.6 µM;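 active means inhibition above the mean plus 3 SD of all compounds in the same screening run, cut at about 4.5% in these data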;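 further: 0% = IMP-1 with DMSO and 100% = DMSO wells lacking enzyme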
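Assay system: purified recombinant IMP-1 beta-lactamase. Input: IMP-1 0.2 nM before substrate addition. Buffer or medium: Zinc- and detergent-supplemented HEPES buffer, pH 7.1. Schedule: 25 °C, 15 min preincubation, 25 min reaction. Signal: Epi-absorbance fluorescence, 480 nm excitation, 530 nm emission. Evaluation: percent inhibition from optical density relative to buffer-blank wells.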
PHOSPHO1 inh – PHOSPHO1 (human) inhibition; recombinant PHOSPHO1, absorbance phosphatase assay; 290,000 compounds, 1.1% hits; inhibition, % at 13.3 µM; Q8TCT1; in the data active means inhibition above about 60%
The depositor's hits bear a star; x = not tested or not shown.

compound	NALP1 inh	IDE inh	M18AAP inhibitor	IDE act	p-CIP stab down	GPR7 antagonist	VIM-2 inh	IMP-1 inh	PHOSPHO1 inh
C=CCn1c(C(CCCC)CC(O)COCC(C)C)n[nH]c1=S (stereo unspecified)	4	-1	10	6	-3	13	-2.6	-5.0	4
CCCn1nnnc1NCc1ccccc1C	4	-13	0	-6	1	-10	-1.5	-1.6	35
COc1ccc(CNC(=O)CN(c2ccc(C(C)C)cc2)S(=O)(=O)c2c(C)noc2C)cc1	28	0	2	0	1	7	-2.1	1.3	48
COc1cnc(-c2ccccn2)nc1Sc1c(Cl)cccc1Cl	-4	-2	8	2	-12	-10	-4.9	-4.7	-16
COc1ccc(N2C(=O)CCC(C(=O)N3CCOCC3)C2c2ccc(F)cc2)cc1 (stereo unspecified)	-2	6	4	6	3	1	-1.8	-2.2	4
N#C/C(=C/c1cccs1)c1ccccn1	x	-1	4	-4	-48	-11	-1.5	-2.5	32
O=S1(=O)C=C(Sc2nc3cc(Cl)ccc3o2)c2ccccc21	15	10	13	-6	7	9	-4.8	-1.1	42
O=C(CSc1ccccc1)N1CCCC(N2CCN(c3cccc(Cl)c3)CC2)C1 (stereo unspecified)	7	8	-4	-4	1	-6	-0.8	-2.8	15

More compounds.
compound	NALP1 inh	IDE inh	M18AAP inhibitor	IDE act	p-CIP stab down	GPR7 antagonist	VIM-2 inh	IMP-1 inh	PHOSPHO1 inh
CN(C)S(=O)(=O)c1ccc(N2CCCC2)c(C(=O)NC(c2ccccc2)c2ccccc2)c1	29	6	-4	-2	3	25*	-2.2	-2.6	24
Cc1cccc(OCC(=O)N(Cc2ccc(F)cc2)C2CCS(=O)(=O)C2)c1C (stereo unspecified)	-5	3	-1	1	0	-5	0.5	2.6	8
COc1cc(OC)c(C2=NOC(C(=O)NCc3cccnc3)C2)cc1Cl (stereo unspecified)	14	3	-8	3	-4	1	2.8	-1.8	10
CCCCc1noc(-c2c(-c3ccccc3Cl)noc2C)n1	13	2	8	1	0	11	1.4	1.8	-16
Cc1nc2ccccc2c2nc(NC(=O)C(F)(F)F)nn12	-2	5	-1	4	-4	-7	0.6	-1.7	45
Cc1cccc(N(C(=O)Cn2nnc(-c3ccc(C)o3)n2)C(C(=O)NC2CCCC2)c2ccncc2)c1 (stereo unspecified)	10	2	0	5	0	-5	-2.2	-1.0	46
COc1ccc(N/N=C(/C)c2cnnc(-c3ccccc3)n2)cc1	24	-5	-5	1	7	-11	-2.4	-1.0	-7
C=C(C)CSc1nc2sc3c(c2c(=O)n1-c1ccc(C)cc1)CCN(C)C3	25	x	18	-3	-20	3	-3.7	-2.4	18

(continued)
compound	NALP1 inh	IDE inh	M18AAP inhibitor	IDE act	p-CIP stab down	GPR7 antagonist	VIM-2 inh	IMP-1 inh	PHOSPHO1 inh
O=C1NC(c2ccc(Cl)cc2)Oc2ccccc21 (stereo unspecified)	4	4	0	-5	-1	-7	-1.6	-2.4	24
CC(=O)Nc1ccc(S(=O)(=O)NC2=C(N3CCN(C)CC3)C(=O)c3ccccc3C2=O)cc1	12	-3	20	5	-3	-3	-0.8	0.2	34
Cn1cc(/C=N/NC(=O)c2ccccc2O)c2ccccc21	10	-3	6	5	8	-2	-3.5	-3.5	27
Cc1ccc(CNC(=O)C23CN(Cc4ccccc4)CC2C(c2cccc([N+](=O)[O-])c2)=NO3)cc1 (stereo unspecified)	34	-1	-2	2	-5	-6	-0.5	-1.9	-15
Cc1ccc(C(=O)C2=C(O)C(=O)N(CCN3CCOCC3)C2c2ccccn2)o1 (stereo unspecified)	1	x	-1	x	-15	-1	-2.2	-0.9	10
Cc1cccnc1CCNC(=O)CCc1nnc(CCc2ccccc2)o1	-1	0	-10	4	-8	-4	-1.5	-2.8	35
CC(C)c1ccc(/C=C/C(=O)N2CCOCC2)cc1	14	x	-5	1	-2	-1	-2.4	-4.1	8
CCc1cc2c(=O)c(-c3nc4ccccc4n3C)coc2c(CN2CCOCC2)c1O	12	3	1	3	-17	1	-4.7	-2.5	-28

Further structures.
compound	NALP1 inh	IDE inh	M18AAP inhibitor	IDE act	p-CIP stab down	GPR7 antagonist	VIM-2 inh	IMP-1 inh	PHOSPHO1 inh
COc1cccc(C(=O)CC(=O)C(=O)Nc2ccc([N+](=O)[O-])cc2C)c1	-8	-2	4	1	-11	-11	-4.6	-3.8	6
Cc1ccc(-n2nc3c(=O)n(CCCC(=O)N4CCC(C)CC4)nc(C)c3c2C)cc1	19	0	-6	2	-8	1	-1.8	-2.9	22
C=CCNC(=O)c1onc(CSc2ccc(C(C)C)cc2)c1C(=O)O	-18	6	-2	0	-6	-11	-2.1	-3.1	-10
O=C1CCCCc2sc(Br)c([N+](=O)[O-])c2N1	-17	-2	1	0	-29	1	-2.7	-3.1	-12
O=C(N/N=C/C=C/c1ccccc1)C1CC1c1ccccc1 (stereo unspecified)	6	-11	-2	4	-20	-16	-3.1	-6.2	1
CCCCOc1cccc(C(=O)NC(=S)Nc2cccc(NC(=O)c3ccccc3Cl)c2)c1	36	-2	-13	-8	-15	-10	-1.6	-1.2	12
CSc1nsc(SCc2ccc(F)cc2)n1	12	-3	-2	-2	-15	6	-1.4	-1.9	-6
O=S1(=O)CCOCCN1Cc1ccc(Cl)cc1Cl	12	7	2	x	0	-13	-2.0	-1.2	4

Carrying on:
compound	NALP1 inh	IDE inh	M18AAP inhibitor	IDE act	p-CIP stab down	GPR7 antagonist	VIM-2 inh	IMP-1 inh	PHOSPHO1 inh
CCNC(=O)CCC(=O)Nc1cc(Cl)ccc1C	5	0	3	5	-11	2	-1.5	-2.3	-13
Cc1cc(C)nc(-n2ncc3c2CC(c2ccc(C(C)C)cc2)CC3=O)n1 (stereo unspecified)	x	-1	0	-2	-6	-10	-2.3	-3.4	-12
C[n+]1cccc2ccc3c(c21)OC(N)=C(C#N)C3c1ccccc1 (stereo unspecified)	x	0	10	x	-15	-4	3.2	-1.8	3
O=CN1CCN(C(=O)C(=O)c2cn(CC(=O)N3CCCCC3)c3ccccc23)CC1	-3	4	0	0	4	0	-0.9	-0.3	23
COCCCNC(=S)N(CCCN(C)C)Cc1cc2cc3c(cc2[nH]c1=O)OCCO3	5	6	5	3	-1	-19	1.7	-3.8	x
CC[C@@H](C)CN1C(=O)N[C@@H](CCc2ccccc2)C(C(C)=O)=C1C	-1	-3	x	1	-24	x	x	x	31
O=S(=O)(c1ccc(Br)c2ccccc12)N1CCOCC1	18	3	1	1	-4	-12	-0.9	0.4	19
Cc1cc(O)c(C(C)C)cc1NC1=NS(=O)(=O)c2ccccc21	5	-2	-4	4	7	-15	-5.2	0.3	12

Next part
compound	NALP1 inh	IDE inh	M18AAP inhibitor	IDE act	p-CIP stab down	GPR7 antagonist	VIM-2 inh	IMP-1 inh	PHOSPHO1 inh
CC1CN(S(=O)(=O)c2ccc(C(=O)Nc3nnc(-c4ccc5c(c4)CCCC5)o3)cc2)CC(C)O1 (stereo unspecified)	18	3	1	4	-14	-9	-1.6	-4.6	-9
O=C(c1ccc(=O)oc1)N1CCOCC1	0	0	0	-4	-23	-7	-2.2	-2.2	16
O=C(CN1C(=O)/C(=C\c2ccco2)SC1=S)Nc1ccc(O)cc1C(=O)O	25	3	39*	-1	-17	-3	-0.8	3.7	12
CC(C)C(=O)N(Cc1cc2ccccc2[nH]c1=O)C(C)C	9	5	2	-6	-8	0	-0.1	-0.9	6
Cc1c(NC(N)=O)c(=O)n(-c2ccccc2)n1C	-13	-1	-5	3	-8	0	-0.7	-2.3	-6
CC12COC3(C(=O)Nc4cccnc4)CC1CCC32C (stereo unspecified)	4	-6	0	1	-11	4	1.7	3.8	-18
CCOC(=O)C1(Cc2ccccc2C(F)(F)F)CCN(CC2CC2)CC1	2	5	-1	4	-16	14	-4.2	-2.5	41
COc1ccc(C(=O)NC(C(=O)NCCc2ccc3c(c2)OCCO3)C(C)C)cc1 (stereo unspecified)	-16	6	-5	4	0	13	0.4	-2.1	4

Next records
compound	NALP1 inh	IDE inh	M18AAP inhibitor	IDE act	p-CIP stab down	GPR7 antagonist	VIM-2 inh	IMP-1 inh	PHOSPHO1 inh
CC1CN(Cc2ccccc2)C(C)CC1O (stereo unspecified)	9	-4	2	6	-3	-5	-4.3	-4.0	51
CSc1ccc(CCNC(=O)CCc2nnc3ccc(N4CCC5(CC4)OCCO5)nn23)cc1	5	-7	-8	5	-9	3	0.1	0.3	28
O=C(COc1cccc2ccccc12)NCc1cccnc1	-28	-5	-1	4	6	13	-0.8	-1.5	15
O=C1COc2ccc(OCc3ccc(F)cc3)cc21	-5	0	0	1	-3	-8	-2.7	-4.7	22
Cn1c(=O)c2c(nc(SCCN3CCOCC3)n2Cc2ccccc2)n(C)c1=O	12	0	4	1	-16	-1	-1.0	-6.4	-14
Cc1ccc2cccc(OCc3ccc(Br)cc3)c2n1	9	-3	-8	1	2	-21	-0.9	-0.7	42
O=C(O)C1CCN(S(=O)(=O)c2ccc(N3CCOCC3)c([N+](=O)[O-])c2)CC1	16	3	0	7	-2	6	-3.5	-0.3	40
CC(C)(CNC(=O)c1cccs1)CNC(=O)c1cccs1	1	2	-6	0	-4	1	-3.5	-2.5	9

Shown with two lines to a compound: entries from further up
Second line of a record – NALP1 inh, IDE inh, M18AAP inhibitor, IDE act, p-CIP stab down, GPR7 antagonist, VIM-2 inh, IMP-1 inh, PHOSPHO1 inh
> COc1ccc(C(=O)NC(C(=O)NCCc2ccc3c(c2)OCCO3)C(C)C)cc1 (stereo unspecified)
 : -16, 6, -5, 4, 0, 13, 0.4, -2.1, 4
> CC1CN(Cc2ccccc2)C(C)CC1O (stereo unspecified)
 : 9, -4, 2, 6, -3, -5, -4.3, -4.0, 51

Continued.
compound	NALP1 inh	IDE inh	M18AAP inhibitor	IDE act	p-CIP stab down	GPR7 antagonist	VIM-2 inh	IMP-1 inh	PHOSPHO1 inh
CCCCNS(=O)(=O)c1ccc2nc(SCC(=O)Nc3ccccc3Cl)[nH]c2c1	33	-1	-6	-2	-10	-10	-3.5	-4.8	-2
O=C(COc1cccc2cccnc12)N/N=C1\SCC(=O)N1Cc1ccco1	-36	-5	-14	-1	7	-17	0.6	-1.8	-1
COc1ccccc1N/C(N)=N/c1nc(C)cc(C)n1	x	-3	1	2	1	-9	-0.7	-2.2	30
CN1CCSc2ccc(C(=O)NCc3cccc(Br)c3)cc21	3	5	3	3	-2	7	-0.3	-2.1	-109
Cc1noc2ncnc(Oc3ccc(C(C)(C)C)cc3)c12	22	-2	-1	-3	-14	-5	-0.8	-0.2	25
CCOC(=O)C1=C(C)NC(=S)N(C=O)C1c1ccccc1 (stereo unspecified)	16	-6	7	-5	-12	-4	-5.1	-5.3	37
